# TRPM1 prom inh = inhibitors of MITF-dependent TRPM1 promoter reporter, primary screen, cell-based, SK-MEL-5, single point, luciferase; SK-MEL-5 TRPM1 promoter luciferase, 24 h; AID 488899, 2010; 330,000 compounds, 0.83% hits; inhibition, % at 12.5 µM;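 active = mean inhibition across replicates of 60% or more, whatever share of single replicates reaches that level; inconclusive = some that reach 60%, reason not given; inactive = mean inhibition across replicates below 60%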; note: values of inactives mirror those of a sister screen read the other way
# HIF-2a block = HIF-2a reporter inhibitors, primary screen, luminescence, 786-0 RCC cells. 786-0 RCC cells HIF-2a reporter, luciferase luminescence, overnight. inhibition, % at 18.8 µM. 360,000 compounds, 0.72% hits. AID 624352, 2012;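 active = inhibition of the luminescence signal of 40% or more relative to plate controls, in a single-dose primary screen at 18.75 µM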
# Vif inh = HIV Vif self-association inhibitors, primary screen, imaging, HEK293T, single point; AID 602346, 2012; 340,000 compounds, 0.35% hits; HEK293T cells, Vif self-association by quenched fluorescence, 24 h; inhibition, % at 7.49 µM; in the data active = inhibition above about 50%, passing the limit was not always enough; inconclusive = no clear call, values can overlap the other calls; inactive = below about 31%; note: some results filed as inactive read as strong as hits
# NR2E3 ag-1 = inhibitors of NR2E3-RetCOR corepressor binding, primary screen, NR2E3 agonist project, biochemical, TR-FRET, GST-NR2E3, biotin-RetCOR; 320,000 compounds, 0.12% hits; AID 2300, 2010; 1536-well; inhibition of corepressor binding, % at 4.78 µM;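 active = percent inhibition above the cutoff of mean plus 3 SD of all tested compounds, set per screening campaign, cut at about 20% in these data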;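 note: 0% = DMSO wells and 100% = biotin wells as full block of FRET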
# Target sequence (Q9Y5X4 whole entry, looked up): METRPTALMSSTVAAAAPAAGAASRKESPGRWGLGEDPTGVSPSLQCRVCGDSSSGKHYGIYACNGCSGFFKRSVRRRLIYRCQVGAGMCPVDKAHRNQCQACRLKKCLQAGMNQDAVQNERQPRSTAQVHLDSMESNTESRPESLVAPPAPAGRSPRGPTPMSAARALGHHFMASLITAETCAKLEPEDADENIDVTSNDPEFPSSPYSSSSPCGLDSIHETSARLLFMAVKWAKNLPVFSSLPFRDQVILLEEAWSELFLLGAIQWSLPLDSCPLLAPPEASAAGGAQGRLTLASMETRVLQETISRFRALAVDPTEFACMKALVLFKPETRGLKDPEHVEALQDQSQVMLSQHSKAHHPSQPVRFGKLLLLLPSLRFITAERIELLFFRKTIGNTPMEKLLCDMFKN
#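 system = GST-tagged NR2E3 plus biotinylated RetCOR corepressor | input = 1.35 nM GST-NR2E3 | also added = 7 nM biotin-RetCOR | schedule = 5 h incubation at 4 °C | measured by = TR-FRET with europium anti-GST and streptavidin-D2, 340 nm excitation | read-out = percent loss of FRET ratio relative to control wells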
# Peg3 prom inh = Peg3 promoter-driven luciferase inhibitors, primary screen, cell-based, HeLa, luciferase luminescence | HeLa PEG-Prom luciferase reporter, overnight | 360,000 compounds, 1.7% hits | AID 588405, 2011 | inhibition, % at 20 µM;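 active = inhibition of at least 50% at 20 µM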
# aDG glyco act = activators of alpha-DG glycosylation, primary screen, uHTS, Pro5-aDG cells, AlphaScreen; alpha-DG glycosylation AlphaScreen (IIH6); 0% Pro5, 100% B10-LARGE cell signal; activation, % at 10 µM; AID 624168, 2012; 360,000 compounds, 0.22% hits;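 active = activation of at least 8% versus controls, or a plate z-score of at least 8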;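 note: Pro5 are CHO cells carrying HIG-tagged alpha-DG that lacks glycosylation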
# iPSC survival up = enhancers of single-cell hiPSC survival, primary screen, ATPlite luminescence; 100% = ROCK inhibitor wells, 0% = DMSO; 360,000 compounds, 0.044% hits; survival enhancement, % at 20 µM; in the data active = survival enhancement above about 18%;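 note: cells exposed to compounds for 16 hours before the ATP read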
# PDI turbidity = inhibitors of human PDI, primary screen, biochemical, turbidity, single point, plate reader | Protein disulfide-isomerase (Homo sapiens), P07237 | PDI insulin aggregation turbidity, A650, 90 min | inhibition, % at 10 µM | 350,000 compounds, 0.052% hits | AID 588391, 2011;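 active = mean inhibition across replicates of 30% or more, whatever share of single replicates reach that level; inconclusive = mean inhibition below 30% while every single replicate reaches 30%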;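 note: absorbance from insulin aggregation driven by PDI reduction with DTT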
# Target sequence (P07237 whole entry, looked up): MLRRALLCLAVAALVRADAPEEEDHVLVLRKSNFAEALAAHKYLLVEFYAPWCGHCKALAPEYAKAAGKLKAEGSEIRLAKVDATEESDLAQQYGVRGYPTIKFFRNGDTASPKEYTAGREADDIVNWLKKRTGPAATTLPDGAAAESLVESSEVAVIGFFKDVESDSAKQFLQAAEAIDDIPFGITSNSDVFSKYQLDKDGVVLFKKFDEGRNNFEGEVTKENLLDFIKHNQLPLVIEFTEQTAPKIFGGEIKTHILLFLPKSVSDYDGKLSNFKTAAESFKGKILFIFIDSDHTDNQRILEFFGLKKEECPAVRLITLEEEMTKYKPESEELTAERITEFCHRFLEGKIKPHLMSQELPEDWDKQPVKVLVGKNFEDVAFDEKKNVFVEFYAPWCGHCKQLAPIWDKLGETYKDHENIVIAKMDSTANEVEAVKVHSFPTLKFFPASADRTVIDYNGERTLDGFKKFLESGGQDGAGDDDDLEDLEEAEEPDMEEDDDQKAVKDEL
# Exocytosis inh = LAMP-1 surface exposure blockers, TALL-104 cells – cell-based, flow cytometry, MLPCN library, primary screen; TALL-104 LAMP-1 surface exposure; cells stimulated with thapsigargin and PMA; inhibition, % at 10 µM; 360,000 compounds, 0.66% hits;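 active = inhibition above about 55%, limit read from the data; inconclusive = no clear call, values can overlap the other calls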
# CaV13 ICDI inh = Primary screen for inhibitors of IQ motif and Ca2+-dependent inactivation inhibitor domain binding in CACNA1D, Förster resonance energy transfer in living cells, …. HEK cells, CFP/YFP FRET ICDI-IQ, plate reader, 10 min; percent FRET-ratio fall versus neutral wells. inhibition, % at 12.3 µM. 340,000 compounds, 0.098% hits. AID 743397;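 active = mean replicate inhibition of at least 30% and at least 1% of replicates passing that level; inconclusive = only one of the two criteria is met; inactive = neither criterion is met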;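 note: 0% = median of the neutral control wells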
# NR2E3 ag-2 = NR2E3 agonists in two-hybrid cells, primary screen, cell-based, luminescence, CHO-S, Gal4-NCOR/VP16-NR2E3; Photoreceptor-specific nuclear receptor (Homo sapiens), Q9Y5X4; luciferase; inhibition of corepressor binding, % at 3.98 µM; 360,000 compounds, 0.35% hits; AID 602229, 2012;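 active = inhibition above the mean of all tested compounds plus 3 SD, cut at about 70% in these data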;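 note: 0% = DMSO with NR2E3 transfected cells and 100% = cells lacking NR2E3 construct; higher means lower luciferase signal from less NR2E3 corepressor binding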
# The depositor's hits bear a star; ? = inconclusive; . = no result given.
SMILES,TRPM1 prom inh,HIF-2a block,Vif inh,NR2E3 ag-1,Peg3 prom inh,aDG glyco act,iPSC survival up,PDI turbidity,Exocytosis inh,CaV13 ICDI inh,NR2E3 ag-2
O=C(CC(c1ccccc1)c1cc(Cl)ccc1O)NCCN1CCOCC1 (stereo unspecified),7,12,-11,-2,3,0.1,0.6,2,9,-6,-9
COc1cccc(CN2CCNC(=O)C2CC(=O)N2CCOc3ccccc3C2)c1OC (stereo unspecified),2,6,9,5,3,-0.3,0.4,-2,-2,-5,-30
Cn1c(=O)[nH]c(=O)c2c1nc(N1CCOCC1)n2CC(O)COc1ccccc1 (stereo unspecified),5,-3,0,-3,-1,0.2,2.8,-1,2,.,-13
Cc1ccsc1/C=N/NC(=O)c1sccc1C,-20,-251,25,-1,-260,-0.5,-1.5,-3,-2,-2,-160
CCn1c(O)c(C#N)c(C)cc1=O,8,4,0,3,10,-0.1,7.3,7,-12,-5,7
COc1ccc(-c2cc3nc[nH]c(=O)c3s2)cc1,-26,-150,20,1,-195,-0.2,-6.2,-3,3,.,-87
CCn1c(C)nc2cc(S(=O)(=O)C(F)(F)C(F)C(F)(F)F)ccc21 (stereo unspecified),-4,-65,-18,-1,-25,4.4*,3.7,11,-3,-8,42
COC(=O)c1c(C)[nH]c(C(=O)C(C)OC(=O)c2cc(C)oc2C)c1C (stereo unspecified),5,10,-32,-3,8,1.2,0.8,14,-1,-6,45
O=C(COC(=O)/C=C/c1ccco1)NCc1ccco1,5,15,26,4,17,0.3,-0.2,1,7,-20,-12
COc1ccc(/C=N/NC(=O)CCN2CCCCC2c2cccnc2)cc1Cn1cc([N+](=O)[O-])cn1 (stereo unspecified),-1,11,-2,0,6,0.0,8.4,14,-1,-2,-9
CCOc1ccc(NC(=O)c2ccc(CSc3nnnn3C)cc2)cc1,-40,-58,-6,2,-94,0.4,-1.3,-2,1,-9,-10
COc1c2c(cc3oc(C)cc(=O)c13)OC(C(C)(C)OC1OC(CO)C(O)C(O)C1O)C2 (stereo unspecified),-8,6,10,-2,-7,-0.3,3.8,0,-8,-9,-17
Cc1ccc(S(=O)(=O)N2C[C@H]3C(=O)C[C@@H](c4ccccc4)N(S(=O)(=O)c4cccc(C)c4)[C@H]3C[C@H]2c2ccccc2)cc1,.,7,.,.,-15,-0.1,2.3,.,2,.,-10
CCn1c(SCC(=O)Nc2ccc3[nH]c(=O)[nH]c3c2)nc2ccccc21,8,19,18,3,10,-0.1,1.3,0,7,-3,4
O=C(/C=C/c1ccc(Cl)cc1)NCCCN1CCOCC1,-1,-11,0,4,2,0.2,-0.6,5,3,-3,-8
CCC(=O)Nc1ccc(NC(=S)Nc2ccccc2)cc1,-2,3,3,2,1,-0.3,0.1,15,-7,-2,-32
OC(c1ccc(Cl)c(F)c1)c1ncc(-c2cccc(C(F)(F)F)c2)[nH]1 (stereo unspecified),.,13,-8,.,24,2.3,-0.3,-12,-6,-5,45
Cc1cc(N2CCOCC2)nc(SCc2ccc(Cl)cc2Cl)n1,-14,24,1,1,32,0.3,0.6,6,3,.,-34
CSc1ncccc1C(=O)NCCc1ccc(S(N)(=O)=O)cc1,9,6,12,2,5,0.0,-0.1,7,23,-7,-54
Cc1nn(-c2ccccc2)c(C)c1/C=N/NC(=O)c1cc(O)cc(O)c1,5,12,-4,1,22,-0.3,-0.5,-1,-1,-6,-5
CCN(CC)S(=O)(=O)c1cccc(C(=O)NC(C(=O)Nc2nnc(C)s2)C(C)C)c1 (stereo unspecified),6,18,16,3,20,-0.3,2.7,6,1,.,-7
COc1ccc(-c2cc(CNc3nc4cc(-c5ccccc5C)sc4c(=O)n3C)on2)cc1,.,-215,4,.,-269,-0.1,-1.3,14,-1,-6,-187
COc1cc2c(cc1OC)C(C(C)C)=NC(C)(C)C2,2,-1,-10,2,0,-0.2,6.3,-31,2,.,-19
Cc1nc(/N=C(\N)NC(=O)NC2CCCCC2)nc2ccccc12,-2,-77,-1,0,43,0.1,-0.4,6,23,-3,-8
Cc1ccc(/C=N/N(C)C2=NS(=O)(=O)c3ccccc32)cc1,-4,-5,5,-1,3,-0.1,-0.4,-1,-2,-21,-5
Cc1nc(Nc2ccc(F)cc2)[nH]c(=O)c1CCC(C)C,2,-44,.,0,16,0.5,-3.9,6,-2,-4,2
CNC(=O)c1cc(C(=O)c2ccc(F)cc2Cl)c[nH]1,-7,-25,-4,0,2,0.0,0.4,3,2,-4,-1
Fc1cccc(Cc2noc(CN3CCN(C4CCc5ccccc5C4)CC3)n2)c1 (stereo unspecified),11,20,27,1,4,-0.2,0.0,0,-1,-5,13
O=S(=O)(NCC1CCCO1)c1cc(Br)c(Br)s1 (stereo unspecified),-8,22,-6,1,12,-0.2,5.4,-6,-1,-5,-21
O=C(CCn1c2c(c3ccccc31)CCCC2)NNC(=O)c1ccccc1C(=O)O,8,16,-15,0,-1,0.2,-0.5,1,0,.,-19
COC(=O)c1sccc1N(C)S(C)(=O)=O,-4,5,-3,-5,-7,0.2,1.2,-2,0,-4,-6
Cc1ccc(S(=O)(=O)N2CCC(C(=O)N/N=C/c3ccccc3[N+](=O)[O-])CC2)cc1,13,9,-20,2,35,-0.2,3.2,-6,3,-5,-8
O=C(NCC(c1ccco1)N1CCc2ccccc2C1)c1ccccc1Cl (stereo unspecified),5,-2,26,-5,-3,-0.1,-0.3,-3,-2,-6,-9
CCOc1c(O)ccc(/C=C2\SC(=S)NC2=O)c1[N+](=O)[O-],-8,-91,-4,3,-17,-0.4,0.6,27,2,-5,-76
COCCCNc1oc(COc2ccc(Cl)cc2Cl)nc1C#N,-11,11,-1,2,-9,0.0,-0.2,-23,18,.,14
CCOc1ccc(N2C(=O)CN=C2Nc2ccccc2Cl)cc1,-7,4,3,0,14,-0.1,-0.7,-4,-1,.,19
CCCCN(Cc1ccccc1)C(=O)C1CCCN(S(=O)(=O)c2cnc[nH]2)C1 (stereo unspecified),2,-2,-3,-2,9,0.0,0.3,-8,1,?,-6
Nc1c(Br)cc(Br)c2c1-c1ccc([N+](=O)[O-])cc1C2,-9,8,9,.,-7,-0.1,1.2,-8,8,-3,19
CCOc1ccc(NC(=O)CN(C)C(=O)Cc2c(C)nc3ccccc3c2C)cc1OCC,14,14,-11,-1,16,0.3,-0.4,7,-2,-9,-1
CCCC#Cc1ccc2c(c1)O[C@H](CN(C)S(=O)(=O)c1cccc(OC)c1)[C@H](C)CN([C@H](C)CO)S2(=O)=O,.,4,-3,.,25,-0.1,-0.9,5,4,-3,-28
CN(C)/C=C1\C(=O)N(c2ccc(Oc3ccccc3)cc2)CS1=O (stereo unspecified),-29,-41,15,-2,-43,-0.2,-3.5,0,-1,-9,-15
CCN(CC)C(CNC(=O)c1cc(=O)[nH]c2ccccc12)c1ccccc1Cl (stereo unspecified),5,14,8,2,4,0.0,0.1,7,11,-3,-2
COc1ccc(CCNC2=C(Cl)C(=O)N(Cc3ccccc3)C2=O)cc1OC,12,13,-14,4,19,1.9,0.5,-57,2,-15,12
O=C(N/N=C/c1cccs1)c1ccc2c(c1)OCO2,-19,-66,-10,0,-155,-0.2,-2.5,1,2,-14,-87
CCN(CC)CCN1C(=O)/C(=C\c2ccc(Cl)c([N+](=O)[O-])c2)SC1=Nc1ccc(OC)cc1,94*,96*,5,2,102*,-0.6,16,-2,93*,-2,-4
O=C(COC(=O)C1CCCCC1)Nc1cccc(F)c1,7,-1,1,.,5,-0.1,3.0,-85,0,-7,-21
Cn1c(=O)c(=O)n(C)c2cc(S(=O)(=O)CCC(=O)N3CCOCC3)ccc21,5,0,-2,-3,9,-0.2,0.2,-1,-7,6,1
COCCNC(=O)c1ccc2c(=O)n(Cc3ccco3)c(SCC(=O)Nc3ccc(OC)cc3OC)nc2c1,8,13,6,2,9,-0.2,-0.6,-10,0,-15,20
COc1cc(OC)c(OC)cc1/C=N/NC(=S)NCCN1CCOCC1,10,12,15,1,-26,-0.6,0.5,1,-3,-7,-16
COc1cccc(-c2nnc(NC(=O)C(C)C)o2)c1,-8,-42,12,-1,-39,0.0,-0.8,-5,-3,-5,-20
O=C(CC(NCCN1CCOCC1)C(=O)O)Nc1cccc(Cl)c1 (stereo unspecified),-3,14,4,5,-7,-0.1,-0.6,10,-2,-6,6
N#CCCN(Cc1cccnc1)S(=O)(=O)c1ccc(S(=O)(=O)N2CCCCCC2)cc1,9,3,0,1,11,-0.1,-1.9,-1,1,-9,8
CCCCn1c(N)c(N(Cc2ccccc2OC)C(=O)c2c(CC)noc2C)c(=O)[nH]c1=O,-12,4,0,1,6,0.8,-0.1,1,-2,-2,9
O=C(Nc1ccc2c(c1)OCO2)C1CCCN1C(=O)NCc1ccccc1 (stereo unspecified),8,-9,5,-2,6,0.1,0.9,6,-2,.,16
COc1ccc(CCn2c3c(c(=O)[nH]c2=O)C(NC(=O)c2cccs2)(C(F)(F)F)C(=O)N3)cc1OC (stereo unspecified),1,0,-3,-2,-8,0.2,1.5,2,-2,-6,-7
O=C(N/N=C/c1ccc2cccnc2c1)c1nc2ccccc2c(=O)[nH]1,-58,-149,1,-1,-78,0.0,-0.6,5,2,-4,-48
COc1cccc(NC(=O)CSc2nnc(-c3ccoc3C)n2CC2CCCO2)c1 (stereo unspecified),11,15,8,-1,28,-0.1,0.7,-4,0,-4,-14
CC(Oc1ccccc1)C(=O)Nc1ccccc1O (stereo unspecified),10,10,0,5,16,0.3,-3.1,18,-2,-7,-17

# As a working copy, part of the list above.
SMILES,TRPM1 prom inh,HIF-2a block,Vif inh,NR2E3 ag-1,Peg3 prom inh,aDG glyco act,iPSC survival up,PDI turbidity,Exocytosis inh,CaV13 ICDI inh,NR2E3 ag-2
COc1cccc(-c2nnc(NC(=O)C(C)C)o2)c1,-8,-42,12,-1,-39,0.0,-0.8,-5,-3,-5,-20
O=C(CC(NCCN1CCOCC1)C(=O)O)Nc1cccc(Cl)c1 (stereo unspecified),-3,14,4,5,-7,-0.1,-0.6,10,-2,-6,6

# High-throughput results (PubChem)
